HT1080-NT tox: kills 2HG-producing HT-1080-NT fibrosarcoma cells | AID 686970 | HT-1080-NT fibrosarcoma viability, CellTiter-Glo ATP luminescence, 48 h | hit rate 1.6% among 360,000 | Potency, µM (top dose mostly 46.1 µM), inactives show at the highest dose activity, negative = less viability, most hits filed as cytotoxic;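 note: NT is the 2HG producing partner of a matched IDH1 knockdown line; 0% = DMSO-treated cells and -100% = media-only wells without cells; nearly all actives have a fitted effect of over 55% in size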
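750 cells/well, RPMI + 5% FBS; 2 h settle, compound pin-transfer, 48 h at 37 degrees C. CellTiter-Glo 10 min RT, luminescence. Normalized to DMSO and media-only wells.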
TDP43 rescue: inhibitors of TDP-43 toxicity in yeast; TDP-43 expressing yeast growth rescue, BacTiter-Glo, 24 h; Potency, µM (titrated, usually from 46.1 µM), without a hit: at the top dose growth rescue (activation), actives largely listed as activators; hit rate 1.8% among 410,000; AID 652104; note: % of control where 0% means no effect; nearly all actives have a fitted effect of over 50% in size
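Readout is BacTiter-Glo luminescence of cell growth, so inhibitors register as activators. TDP-43-expressing yeast at OD600=0.02 in galactose medium, after raffinose pregrowth to mid-log, were incubated with compound for 24 hr at 30 deg C.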
HT1080 IDH1KD tx: toxicity to HT-1080 IDH1 knockdown cells (counter line) | HT-1080 IDH1 knockdown viability, ATP luminescence, 48 h | Potency, µM (titrated, usually from 46.1 µM), for the others: top-dose activity, negative = toxicity, most hits filed as cytotoxic | hit rate 2% among 360,000;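 note: 0% = DMSO wells and -100% = cell-free medium wells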
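CellTiter-Glo luminescence after 48 h compound exposure at 37 degrees C of IDH1-knockdown HT-1080 cells in 5% FBS RPMI. %Activity scaled between DMSO wells and cell-free media wells, with curves fitted and assigned curve classes.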
HEK293 tox: cytotoxicity in counter-screen for GLP-1R inverse agonists | Potency, µM (titrated, usually from 38.3 µM), inactives show top-dose activity change, negative = inhibition, actives largely listed as inhibitors | hit rate 0.13% among 410,000 | HEK293 cAMP-luciferase reporter cells, luminescence, 24 h;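 note: loss of luciferase light is scored as toxicity; % is set by controls: 0 for no effect and ±100 for the full control effect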
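Cells in DMEM/10% Nu serum/1% pen-strep, 1536-well format. Pre-incubated 12 h, dosed with 23 nL compound, incubated a further 24 h. Luciferase detection, 12 min at room temp, luminescence.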
KB-V1 MDR tox: kills drug-selected multidrug resistant KB-V1 cells; hit rate 3.4% among 400,000; KB-V1 MDR cells viability, CellTiter-Glo, 72 h; Potency, µM (titrated, usually from 46.1 µM), inactives show top-dose activity change, negative = cytotoxicity, most hits filed as cytotoxic; AID 1347076; note: % is set by controls: 0 for no effect and ±100 for the full control effect; nearly all actives have a fitted effect of over 60% in size
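qHTS viability screen in drug-selected KB-V1 MDR cells: 72 h compound treatment at 37 degrees C, ATP luminescence end point.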
KB-3-1 tox: KB-3-1 parental cell cytotoxicity. Potency, µM (series often up to 46.1 µM), for the others: top-dose activity change, negative = cytotoxic, usual class: cytotoxic. hit rate 1.4% among 400,000. AID 1347075. KB-3-1 viability, CellTiter-Glo ATP luminescence, 72 h; note: % is set by controls: 0 for no effect and ±100 for the full control effect; nearly all actives have a fitted effect of over 60% in size
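Screening of KB-3-1 cells (DMEM, 10% FBS, phenol-red free) ran from lowest to highest compound concentration; after 72 h at 37 °C viability was read luminescently and curves fitted.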
GLP1R ag: activates the human GLP-1 receptor. hit rate 0.007% among 380,000. Potency, µM (titrated, usually from 45.6 µM), without a hit: top-dose activation, hits mostly activators. HEK293 GLP-1R CRE-luciferase, luminescence, 4-6 h; cells express a hypersensitive GLP-1R form. P43220; note: % of control where 0% means no effect
Target sequence (P43220 whole entry, looked up): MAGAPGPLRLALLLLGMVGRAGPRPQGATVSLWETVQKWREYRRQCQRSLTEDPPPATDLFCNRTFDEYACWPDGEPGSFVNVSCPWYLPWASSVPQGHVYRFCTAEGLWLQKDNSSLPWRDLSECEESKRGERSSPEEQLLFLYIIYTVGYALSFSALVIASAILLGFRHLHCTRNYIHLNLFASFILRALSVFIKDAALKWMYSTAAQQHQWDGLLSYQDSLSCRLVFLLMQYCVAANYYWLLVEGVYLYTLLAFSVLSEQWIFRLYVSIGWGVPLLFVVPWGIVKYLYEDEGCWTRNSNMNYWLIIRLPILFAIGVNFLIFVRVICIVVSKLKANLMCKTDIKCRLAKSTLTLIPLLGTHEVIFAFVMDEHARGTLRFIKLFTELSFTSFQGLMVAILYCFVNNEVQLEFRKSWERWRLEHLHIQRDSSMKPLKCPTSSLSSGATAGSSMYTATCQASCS
GLP1R inv ag: acts as inverse agonist at human GLP-1 receptor | P43220 | HEK293 GLP-1R CRE-luciferase, luminescence, 24 h; GLP-1R form is constitutively active | Potency, µM (highest dose often 38.3 µM), without a hit: at the top dose activity change, negative = inhibition, hits mostly inhibitors | hit rate 1.6% among 410,000 | AID 624417; note: % is set by controls: 0 for no effect and ±100 for the full control effect; nearly all actives have a fitted effect of over 55% in size
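Inverse agonism was detected as reduced cAMP-driven luciferase luminescence after 24 h compound treatment. The cells were HEK293 clones expressing constitutively active human GLP-1R with the reporter. Reporter-only and GPR119 cell lines served as counterscreen controls.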
SW480 rereplic: induces DNA re-replication in SW480 colon adenocarcinoma cells; SW480 DNA re-replication, Hoechst DNA content imaging, 48 h; Potency, µM (highest dose often 46.1 µM), for the others: at the top dose re-replication activation, usual class: activators; hit rate 1.8% among 340,000; AID 624297; note: % of control where 0% means no effect; nearly all actives have a fitted effect of over 55% in size
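Per well, 250 cells were exposed to pinned compound for 48 hr. Nuclear DNA was visualised with Hoechst (40 min, 37 C) and total object intensity recorded by fluorescence scanning.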
* hit, by the source's call; u = inconclusive; x = no result given; [ ] = dose if it differs, or a comment. Calls come from the whole dose curve; as a rule, active = well fitted curve in the direction sought with a large enough effect; inconclusive = small, poorly fitted or top-dose-only effect, or another doubt; inactive = no such curve, though single readings can be large; an effect the other way counts as inactive or inconclusive. Potency is the fitted concentration of half-maximal effect.

The line under a structure holds: HT1080-NT tox	TDP43 rescue	HT1080 IDH1KD tx	HEK293 tox	KB-V1 MDR tox	KB-3-1 tox	GLP1R ag	GLP1R inv ag	SW480 rereplic
1. Cc1cc(C)cc(NC(=O)NN2C(C)CCCC2C)c1 (stereo not given)
  11%	u	3%	2%	3%	3%	8%	u	7%
2. O=C(NCc1ccccc1)c1ccc(S(=O)(=O)C(F)F)cc1
  -3%	-7%	-10%	4%	0%	0%	-5%	-13%	2%
3. COCCNC(=S)Nc1ccc2nsnc2c1
  13%	8%	24%	14%	0%	15%	11%	4%	-2%
4. Cc1cc(C)c2nc(NC(=O)c3cc(C)on3)sc2c1
  -10%	7%	-6%	-6%	-10%	1%	-10%	8%	-8%
5. COc1cccc(-n2c(=O)c3sc4ccccc4c3n(Cc3c(F)cccc3Cl)c2=O)c1
  x	-2%	x	5%	3%	1%	-1%	8%	x
6. O=C(Cn1cnc2ccc(Cl)cc2c1=O)c1cccs1
  u	-32%[inhibitor]	u	-7%	-16%	-6%	-15%	-18%	u
7. Cc1nc2c(C)cccc2cc1C(=O)N/N=C/c1ccc(C(=O)O)cc1
  7%	-7%	0%	2%	12%	3%	1%	5%	-4%
8. N#Cc1ccccc1Cn1c(SCC(=O)NCc2ccccc2)nc2ccccc21
  x	26%	x	-1%	-13%	1%	x	-12%	x
9. CCOC(=O)C(=Cc1cn(C)c2ccc(S(=O)(=O)N(C)C)cc12)C(=O)OCC
  1%	-3%[0.397 µM]	-21%	-17%	-16%	u	5%	-1%	u
10. CCOC(=O)C1(CC2CC2)CCN(Cc2cnc(N(C)C)s2)CC1
  9%	6%	12%	3%	6%	-1%	-1%	-7%	-6%
11. COc1ccccc1CCNS(=O)(=O)c1cn(C)c(=O)n(C)c1=O
  16%	0%	11%	4%	23%	0%	-5%	8%	-3%
12. CC(N=C1NS(=O)(=O)c2ccccc21)C(=O)N1CCc2ccccc2C1 (stereo not given)
  -1%	16%	-2%	3%[7.66 µM]	u	18%	0%	-3%[7.66 µM]	-4%
13. CC(C)(C)[C@]1(O)CCN2C[C@H]3c4ccccc4CCc4cccc(c43)[C@@H]2C1
  u	24%	-29%	3%	-22%	-7%	4%	-6%	u
14. Cc1noc(C)c1COC(=O)Cc1ccc(Cl)cc1
  16%	u	5%	1%	3%	14%	0%	1%	2%
15. O=C(NC1CCCCCC1)c1cc(-c2ccccn2)nc2ccccc12
  -8%	-5%	-16%	2%	-18%	0%	9%	0%	5%

(continued)
The line under a structure holds: HT1080-NT tox	TDP43 rescue	HT1080 IDH1KD tx	HEK293 tox	KB-V1 MDR tox	KB-3-1 tox	GLP1R ag	GLP1R inv ag	SW480 rereplic
16. COc1cc(C(=O)Nc2c(C)cc(C)cc2C)c([N+](=O)[O-])cc1OC
  10%	5%	11%	-7%	21µM*	-23%	-13%	-17%	1%
17. CCCCN(C)C(=O)C1CCC(CNS(=O)(=O)c2ccc3c(c2)CC(C)N3C(=O)C2CC2)CC1 (stereo not given)
  u	14%	u	-8%	u	u	20%	-27%	19%
18. C=CCN1C(=O)C(CC(=O)Nc2ccc(OCCC)cc2)N(CCCN2CCN(Cc3ccccc3)CC2)C1=S (stereo not given)
  16µM*	1%	16µM*	u	u	-24%	0%	2.5µM*	8%
19. CCOC(=O)/C(=N\Nc1cc(C(F)(F)F)ccc1Cl)N(CC)CC
  1%	11%	3%	4%	13%	10%	-7%	-13%	0%
20. N/C(=N\OC(=O)C1CCCCC1)c1ccncc1
  14%	0%	11%	-2%	-6%	1%	7%	30%	-5%
21. COc1cccc(Nc2nnc(Cc3cccnc3)c3ccccc23)c1
  13%	12%	4%	-17%	-5%	-1%	22%	9%	-22%
22. N#C/C(=N\Nc1cccc2ccccc12)c1nnc2n1CCCCC2
  -15%	11%	-4%	6%	4%	-22%	4%	-26%	u
23. Cc1ccc(S(=O)(=O)N2CCc3cc(C(=O)Nc4ccc(Cl)cc4C)ccc32)cc1
  x	13%	x	2%	25%	24%	x	16%	x
24. Cc1cc(C)cc(N(CCC(=O)Nc2nnc(C)s2)S(=O)(=O)c2ccc(Cl)cc2)c1
  -18%	14%	-22%	-6%	23µM*	u	-1%	2%	17%
25. O=C(Cc1ccc(Cl)cc1)NCCS(=O)c1ccc(Cl)cc1 (stereo not given)
  -3%	18%	-5%	-7%	10%	-2%	7%	u	-5%
26. COc1cccc(C(=O)Nc2cc(S(=O)(=O)N3CCCCC3)ccc2OC)c1
  -24%	x	-15%	-1%	-9%	12%	17%	-10%	-53%[inhibitor][1.84 µM]
27. Cc1nn2c(=O)cc(CSCC(=O)Nc3ccccc3F)nc2s1
  1%	-3%	12%	0%	9%	0%	-1%	10%	-38%[inhibitor]
28. CCN(C(=O)CSc1nc2n[nH]c(C)c2c(=N)n1-c1cccc(OC)c1)c1cccc(C)c1
  x	21%	x	-19%	u	u	x	u	x
29. Cn1c(=O)n(C)c2cc(/C=N/NC(=O)c3cccc(Br)c3)ccc21
  21%	7%	10%	-5%	0%	8%	3%	1%	-12%
30. COc1ccc(OC)c(S(=O)(=O)N2CCC(C(=O)NCC3CCCO3)CC2)c1 (stereo not given)
  -2%	-4%	-2%	48%[activator]	15%	0%	-2%	1%	-5%

Down the list, quoted from above:
SW480 rereplic for nos. 14–18: 2%, 5%, 1%, 19%, 8%
HEK293 tox for nos. 14–18: 1%, 2%, -7%, -8%, u

More records.
The line under a structure holds: HT1080-NT tox	TDP43 rescue	HT1080 IDH1KD tx	HEK293 tox	KB-V1 MDR tox	KB-3-1 tox	GLP1R ag	GLP1R inv ag	SW480 rereplic
31. O=c1c2sc3ccccc3c2n(Cc2ccccc2F)c(=O)n1CCc1ccccc1
  x	1%	x	2%	10%	11%	1%	9%	x
32. CCc1cc(CNC(=O)C2CCC(=O)N(CCc3cccc(F)c3)C2)on1 (stereo not given)
  -9%	1%	0%	3%	x	x	-1%	-8%	1%
33. N#Cc1c(NC(=S)NC(=O)C2CCCC2)sc2c1CCCCC2
  -11%	11%	-20%	-28%	u	-26%	1%	u	-2%
34. COc1ccc(CN(C)S(=O)(=O)c2nnc(NC(=O)c3cccc(OC)c3)s2)cc1
  -13%	-1%	-4%	-18%	u	3%	-4%	-19%	-7%
35. CCOc1cc(/C=C(\C#N)C(=O)Nc2ccc(OC)cc2)ccc1OCc1cc(=O)n2nc(CC)sc2n1
  x	-17%	x	1%	4%	0%	-1%	3%	x
36. COc1ccc(NC(=O)c2cc(C3CC3)nc3c2c(C)nn3-c2ccc(C)cc2)cc1OC
  x	3%[9.22 µM]	x	1%	-14%	4%	x	-13%	x
37. CC(C)(C)C1CCC2(CC1)C(C#N)=C(SCC(=O)Nc1ccccc1)NC(=O)C2C#N (stereo not given)
  15µM*	14%	u	-21%	-27%	u	-11%	u	u
38. Cc1nc2ccccc2c2oc(C(=O)Nc3ccc(C(C)C)cc3)cc12
  u	u	u	-29%	-23%	u	-2%	7.9µM*	-3%
39. CN(CCC#N)C(=O)CSc1nnc(-c2ccco2)n1N
  15%	21%[9.22 µM]	18%	-3%	4%	7%	2%	1%	1%
40. CC(=O)Nc1ccc(NC(=O)COC(=O)c2ccccc2SCC(=O)N2CCCC2)cc1
  5%	-12%	0%	-8%	-6%	-15%	3%	22%	-2%
41. COc1ccccc1N(CC(=O)NC1CCCCC1)C(=O)CCC(=O)Nc1ccccn1
  0%	-1%	-2%	6%	u	11%	3%	3%	1%
42. CCOc1ccccc1CNS(=O)(=O)c1cc(-c2cc(C)no2)ccc1OC
  0%	12%	-3%	-11%	12%	-5%	10%	-12%	-12%
43. CC[C@@H](C)[C@H](CN[C@H](CNC)[C@@H](C)O)NCCc1ccc(OC)cc1
  u	22%	3%	13%	8%	5%	6%	-24%	17%

2 entries from above, with one line to a screen:
34. COc1ccc(CN(C)S(=O)(=O)c2nnc(NC(=O)c3cccc(OC)c3)s2)cc1
36. COc1ccc(NC(=O)c2cc(C3CC3)nc3c2c(C)nn3-c2ccc(C)cc2)cc1OC

| entry no. | 34 | 36 |
| --- | --- | --- |
| HT1080-NT tox | -13% | x |
| TDP43 rescue | -1% | 3%[9.22 µM] |
| HT1080 IDH1KD tx | -4% | x |
| HEK293 tox | -18% | 1% |
| KB-V1 MDR tox | u | -14% |
| KB-3-1 tox | 3% | 4% |
| GLP1R ag | -4% | x |
| GLP1R inv ag | -19% | -13% |
| SW480 rereplic | -7% | x |

Numbers 39 through 43, quoted:
The line under a structure holds: HT1080-NT tox	TDP43 rescue	HT1080 IDH1KD tx	HEK293 tox	KB-V1 MDR tox	KB-3-1 tox	GLP1R ag	GLP1R inv ag	SW480 rereplic
39. CN(CCC#N)C(=O)CSc1nnc(-c2ccco2)n1N
  15%	21%[9.22 µM]	18%	-3%	4%	7%	2%	1%	1%
40. CC(=O)Nc1ccc(NC(=O)COC(=O)c2ccccc2SCC(=O)N2CCCC2)cc1
  5%	-12%	0%	-8%	-6%	-15%	3%	22%	-2%
41. COc1ccccc1N(CC(=O)NC1CCCCC1)C(=O)CCC(=O)Nc1ccccn1
  0%	-1%	-2%	6%	u	11%	3%	3%	1%
42. CCOc1ccccc1CNS(=O)(=O)c1cc(-c2cc(C)no2)ccc1OC
  0%	12%	-3%	-11%	12%	-5%	10%	-12%	-12%
43. CC[C@@H](C)[C@H](CN[C@H](CNC)[C@@H](C)O)NCCc1ccc(OC)cc1
  u	22%	3%	13%	8%	5%	6%	-24%	17%

Bioassay records as filed in PubChem.
